Screening data deposited in PubChem by Broad Institute.
ARNT-TACC3 inh = disruptors of human ARNT/TACC3 interaction; Q9Y6A5; AlphaScreen His-ARNT PAS-B/GST-TACC3 binding, luminescence; TACC3 fragment carries E629A point mutation; inhibition, % at 9.99 µM; 390,000 tested, 0.66% active;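 active = mean inhibition of replicates at least 50% and at least half of replicates each reaching 50%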;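 also: 0% = complete ARNT plus TACC3 wells and 100% = ARNT alone without TACC3; many hits fall short of the cut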
The depositor's hits bear a star. Only part of the results is shown, so the mix of outcomes need not match the whole.

# | molecule | ARNT-TACC3 inh
1 | CN(C)c1ccc(C2SCCN2C(=O)c2ccc([N+](=O)[O-])cc2)cc1 (stereo not drawn) | 4.8
2 | CSc1nnc(C)c(=O)n1COC(=O)c1ccc(S(=O)(=O)N2CCCC2)cc1 | -5.8
3 | CCOC(=O)c1cc(-c2ccc(N3CCOCC3)cc2)nn1-c1ccc(F)cc1F | -3.3
4 | Cn1c(=O)c2[nH]c(COc3ccc(C(C)(C)C)cc3)nc2n(C)c1=O | -4.8
5 | CN1CCC(Oc2ccccc2Sc2ccccc2)CC1 | -1.9
6 | Cc1ccc(NC(=O)CCc2nc3sc4c(c3c(=O)[nH]2)CCCC4)nc1 | -0.7
7 | Cc1ccc(NS(=O)(=O)c2ccc(CCC(=O)NCCCOC(C)C)cc2)cc1 | -15.0
8 | Cc1cc(OC(=O)Cc2cccc3ccccc23)c([N+](=O)[O-])c(=O)[nH]1 | 1.0
9 | CCc1ccc(/C=C/C(=O)c2ccc(N3CCOCC3)cc2)cc1 | -0.3
10 | CC1(NC(=S)N(CCO)CCO)CCS(=O)(=O)C1 (stereo not drawn) | 0.3
11 | CN(C)c1ccc(-c2noc(C3CCN(S(=O)(=O)c4cccc(Cl)c4)CC3)n2)cc1 | -9.0
12 | N#C/C(=N\O)c1nc2ccccc2[nH]1 | -2.5

Next part.
# | molecule | ARNT-TACC3 inh
13 | Cc1ccccc1CN(c1ccc(C(=O)Nc2ccccc2C(=O)N2CCCC2)cc1)S(C)(=O)=O | 2.9
14 | CC(C)CCOP(=O)(c1ccccc1)c1ccccc1 | -6.5
15 | CCc1cc(C(c2ccc(OC)c(OC)c2)N2CCOCC2)c(NC(=O)c2ccccc2)s1 (stereo not drawn) | 31.8
16 | Cc1ccccc1N1CCN(C(=S)c2ccccc2)CC1 | -9.5
17 | CCOC(=O)c1ccc(NC(=O)CC2S/C(=N/N=C/c3c[nH]c4ccccc34)NC2=O)cc1 (stereo not drawn) | -0.4
18 | Cc1ccc(Cn2c(CN(C)Cc3ccccc3)nc3c2c(=O)n(C)c(=O)n3C)cc1 | 0.8
19 | CC(=O)Nc1ccc(NC(=O)C(C)OC(=O)CNC(=O)c2sc3ccccc3c2Cl)cc1 (stereo not drawn) | -5.3
20 | COc1ccc(-c2ccnc(SCC(=O)c3ccc(OC)c(OC)c3)n2)cc1 | -18.0
21 | Cc1c(C(=O)C(=O)N2CC=C(c3ccccc3)CC2)c2ccccc2n1C | 5.7
22 | CCOC(=O)c1c(NC(=O)c2cnn3c2NC(c2cccc(OC)c2)CC3C(F)(F)F)sc2c1CCCC2 (stereo not drawn) | 0.3
23 | Cc1cc(Oc2nc3c(C)cccn3c(=O)c2/C=C(\C#N)S(=O)(=O)c2ccccc2)ccc1Cl | -4.6
24 | CN(Cc1ccccc1)C(=O)CN1C(=O)C2C3C=CC(C3)C2C1=O (stereo not drawn) | -9.0

Part of the list above, with each value named.
16) Cc1ccccc1N1CCN(C(=S)c2ccccc2)CC1
- ARNT-TACC3 inh: -9.5
17) CCOC(=O)c1ccc(NC(=O)CC2S/C(=N/N=C/c3c[nH]c4ccccc34)NC2=O)cc1 (stereo not drawn)
- ARNT-TACC3 inh: -0.4
18) Cc1ccc(Cn2c(CN(C)Cc3ccccc3)nc3c2c(=O)n(C)c(=O)n3C)cc1
- ARNT-TACC3 inh: 0.8
19) CC(=O)Nc1ccc(NC(=O)C(C)OC(=O)CNC(=O)c2sc3ccccc3c2Cl)cc1 (stereo not drawn)
- ARNT-TACC3 inh: -5.3

Next part
# | molecule | ARNT-TACC3 inh
25 | COC(c1ccccc1)c1c(-c2ccccc2)nn(C)c1Cl (stereo not drawn) | 0.6
26 | Cc1ccc2c(c1)c1nnc(SCC(=O)N3CCN(c4ccc(F)cc4)CC3)nc1n2CC(=O)O | 18.4
27 | CCn1cc(C(=O)NC(C)C2CC3CCC2C3)cn1 (stereo not drawn) | 3.3
28 | O=[N+]([O-])c1ccc(O)c(C=Nc2ccc3c(c2)OCCO3)c1 | 3.3
29 | Cc1nn(-c2ccccc2)c(N)c1C(O)(CSc1nccn1C)C(F)(F)F (stereo not drawn) | -4.3
30 | CC(/C=C/c1ccc(OCc2ccccc2)cc1)=N\O | -5.9
31 | CC(NC(c1ccccc1)c1ccccc1)C(=O)N1CCCc2ccccc21 (stereo not drawn) | 1.6
32 | CCC(=O)N1N=C2CC(C)(C)OCC2C1c1ccccc1 (stereo not drawn) | 21.6
33 | C=CCn1c(NC(=O)c2ccccc2Cl)c(C#N)c2nc3ccccc3nc21 | 28.8
34 | COc1ccc(-c2ccc(S(=O)(=O)NCC3CCCO3)cc2)cc1 (stereo not drawn) | -4.6
35 | CCOC(=O)c1c(NC(=O)C2COc3ccccc3O2)sc2c1CC(C)(C)NC2(C)C (stereo not drawn) | -3.4
36 | Cc1cccc2cc(CN(CC3CCCO3)C(=O)c3ccncc3)c(=O)[nH]c12 (stereo not drawn) | -3.7

(next part)
# | molecule | ARNT-TACC3 inh
37 | Cc1c(N)c(C(C)(C)C)cc(C(C)(C)C)c1[N+](=O)[O-] | 6.7
38 | CCCCN1CC(O)=C(c2nc(-c3ccc(Cl)cc3)cs2)C1=N | -3.0
39 | O=C(NCc1ccco1)C(=O)NCC1OCCCN1S(=O)(=O)c1ccc(F)cc1 (stereo not drawn) | 0.5
40 | O=C(Cn1nc(-c2ccccc2F)ccc1=O)Nc1ccc(S(=O)(=O)N2CCCCCC2)cc1 | -9.2
41 | O=C(O)c1ccnc(C(=O)O)c1 | 56.6*
42 | Cc1nnc(NC(=O)Nc2ccc(Cl)c(Cl)c2)s1 | -6.5
43 | CCc1ccc(-c2ccc(C(=O)O)c(C)n2)cc1 | -9.0
44 | O=C(CSc1nc2ccccc2[nH]1)Nc1nc(-c2ccc(Br)cc2)cs1 | 0.5
45 | O=C(Cc1coc2ccc3ccccc3c12)NCc1cccs1 | -6.7
46 | CC(=O)C1C(c2cn(-c3ccccc3)nc2-c2cccs2)NC(=O)NC1(O)C(F)(F)F (stereo not drawn) | 47.0*
47 | c1cncc(-c2nc3ccccc3[nH]2)c1 | 4.9
48 | Cc1ccccc1NC(=O)c1nc2nccc(C)n2n1 | -1.7

New compounds follow
# | molecule | ARNT-TACC3 inh
49 | Cc1ccc(/C=C2\Oc3cc(OC(=O)N4CCOCC4)ccc3C2=O)cc1 | 12.9
50 | CC(C)COP(=O)(OCC(C)C)C(O)c1ccc(F)cc1 (stereo not drawn) | -6.9
51 | COc1ccc(C2C(C(=O)N3CCOCC3)=C(C)NC3=C2C(=O)CC(C)(C)C3)cc1O (stereo not drawn) | -18.1
52 | CC1CCCC(C)N1C(=O)c1cc2ncc(CCCl)cn2n1 (stereo not drawn) | -7.1
53 | COc1ccccc1NC(=O)COC(=O)c1ccc2c(c1)nc(C)n2-c1ccccc1 | 2.0
54 | O=C(CN1C(=O)/C(=C/c2ccccc2F)Oc2ccccc21)N1CCN(c2ccccn2)CC1 | 24.3
55 | O=C(/C=C\c1ccco1)Nc1cc([N+](=O)[O-])ccc1F | 2.0
56 | O=C1CNC(=S)N1CCCc1ccccc1 | 0.7
57 | Cc1ccccc1OCc1nc(-c2ccc(NC(=O)c3cccs3)cc2)no1 | -8.7
58 | O=C(O)c1ccc(N/N=C/c2ccc(OC(=O)c3ccccc3Cl)cc2)cc1 | 1.1
59 | Cc1ccc(S(=O)(=O)N2CCCCC2)cc1NC(=O)COC(=O)Cc1cccc2ccccc12 | 2.5
60 | Cc1ccc(-c2nc3ncccc3o2)cc1NC(=O)CC(C)C | -6.6

Next section
# | molecule | ARNT-TACC3 inh
61 | Fc1cccc(-c2cc3nc4c(c(N5CCOCC5)n3n2)CCCC4)c1 | -2.0
62 | CCCC[n+]1ccc(-c2nc3ccc([N+](=O)[O-])cc3[nH]2)cc1 | -2.2
63 | Cn1nnnc1SCc1ccc([N+](=O)[O-])cc1 | -4.6
64 | COc1ccc(-c2csc(NC(=O)C3CC(=O)N(c4ccc5c(c4)OCCO5)C3)n2)cc1 (stereo not drawn) | -2.0
65 | Cc1cc(C)cc(NC(=O)N2CCC(NC(=O)c3ccc(F)cc3)CC2)c1 | -4.8
66 | Nc1ccccc1-c1n[nH]c(=S)s1 | -1.9
67 | O=c1[nH]c(/C=C/c2ccc(OC(F)F)cc2)nc2c1cnn2-c1ccccc1 | -5.1
68 | COC(=O)C(=O)/C=C(\O)c1ccc(C)cc1 | 19.1
69 | O=C(COc1ccccc1)N(Cc1cc2ccccc2[nH]c1=O)CC1CCCO1 (stereo not drawn) | -4.0
70 | Clc1ccccc1-c1nn2c(-c3ccncc3)nnc2s1 | -4.0
71 | COc1ccccc1C(=O)NNC(=S)NC(=O)c1sc2ccccc2c1Cl | 2.5
72 | CCOc1ccc(NS(=O)(=O)c2cnc(Cl)c(Cl)c2)cc1 | -3.4

Next records:
# | molecule | ARNT-TACC3 inh
73 | O=C(Nc1nccs1)C1CC2CCC1C2 (stereo not drawn) | -22.7
74 | COc1ccc2c(c1)C(NC(=O)C(F)(F)F)CC2=O (stereo not drawn) | -1.7
75 | O=C1/C(=C/N(C(=O)c2ccco2)c2ccc(Cl)cc2)Sc2ccccc21 | -4.0
76 | Clc1nssc1=Nc1ccccc1 | -4.2
77 | Cc1cccc(N2CCN(S(=O)(=O)c3cccc4nonc34)CC2)c1C | 33.5
78 | Cc1cc(C)c(C)c(OCCCOc2cccc3cccnc23)c1 | -2.7
79 | Cc1cc(C(=O)Nc2sc(C)c(C)c2C#N)c(C)o1 | 6.3
80 | COc1ccc(CCNC(=O)CCCCn2c(=O)[nH]c3ccccc3c2=O)cc1OC | 3.3
81 | Cc1cc(Oc2cc(N)cc([N+](=O)[O-])c2)ccc1Cl | -10.6
82 | COc1ccc(/C=C/C(=O)Nc2nonc2NC(C)=O)cc1 | 36.3
83 | CC(C)(C)c1ccc(C(=O)N/N=C2\C3CN4CCN(C3)CC2(c2ccccc2)C4)cc1 | -3.1
84 | O=C(NCCC1=CCCCC1)C(=O)NCC1OCCCN1S(=O)(=O)c1ccccc1 (stereo not drawn) | -2.1

Some of these compounds in order of number of heavy atoms, descending:
# | molecule | ARNT-TACC3 inh
78 | Cc1cc(C)c(C)c(OCCCOc2cccc3cccnc23)c1 | -2.7
82 | COc1ccc(/C=C/C(=O)Nc2nonc2NC(C)=O)cc1 | 36.3
74 | COc1ccc2c(c1)C(NC(=O)C(F)(F)F)CC2=O (stereo not drawn) | -1.7
76 | Clc1nssc1=Nc1ccccc1 | -4.2

Remaining list, next part:
# | molecule | ARNT-TACC3 inh
85 | CC1(C)CC(=O)C=C(NCc2ccc(Cl)c(Cl)c2)C1 | -4.1
86 | CCOC(=O)COc1ccc(S(=O)(=O)N2CCN(c3ccccc3)CC2)cc1 | -11.3
87 | C/C(=N\N1CCN(c2ccc(Cl)cc2)CC1)c1cccs1 | -4.8
88 | CCOc1ccc(-n2c(=S)sc3c(=O)[nH]c(SCC(=O)NC(C)CC)nc32)cc1 (stereo not drawn) | -0.3
89 | CSc1ncccc1C(=O)OCC(=O)Nc1ccc(S(=O)(=O)N2CCCC2)cc1 | -11.8
90 | CCOc1ccc(CNC(=S)N/N=C/c2ccc(OC)c(OC)c2)cc1 | 4.1
91 | O=C(Nc1cc(S(=O)(=O)Nc2ccccc2Cl)ccc1O)c1sc2cc(Cl)ccc2c1Cl | -8.2
92 | CC(C)n1cc(/C=N/NC(=O)COc2cccc3cccnc23)c2ccccc21 | 1.0
93 | Cc1oc(-c2cccs2)nc1CS(=O)CC(=O)NCCCOC(C)C (stereo not drawn) | -1.6
94 | CCOP(=O)(OCC)C(NC(=O)Nc1ccc(Cl)cc1)C(N)=O (stereo not drawn) | -16.1
95 | COc1ccccc1Oc1ccc(S(=O)(=O)NCc2ccccn2)cc1 | -2.3
96 | Cc1sc2ncnc(SCC(=O)c3ccc4c(c3)OCCO4)c2c1-c1ccccc1 | -5.3

New compounds follow:
# | molecule | ARNT-TACC3 inh
97 | CCn1c(=O)cc(OCC(=O)NCCCN2CCC(C)CC2)c2ccccc21 | -1.2
98 | CCSc1ncc(Cl)c(C(=O)Nc2sc3c(c2C(=O)NCc2cccnc2)CCCC3)n1 | 2.4
99 | COc1cc2c(cc1NC(=O)COC(=O)c1ccc(C(C)(C)C)cc1)oc1ccccc12 | -2.6
100 | CN(C)CCNC(=O)/C(=C/c1ccc(-c2cccc([N+](=O)[O-])c2)o1)NC(=O)c1ccccc1 | 6.5
101 | NC(Cc1ccc(O)c([N+](=O)[O-])c1)C(=O)O (stereo not drawn) | -2.2
102 | CCOC(=O)c1ccc(NC(=O)CN(c2ccc(C)cc2)S(=O)(=O)c2c(C)nn(C)c2C)cc1 | -4.2
103 | COC(=O)C1=C(NC(=O)CCCCl)CCS1 | -0.5
104 | CC(=O)C(C)Oc1cc(C)cc2oc(=O)c(C)c(C)c12 (stereo not drawn) | -9.9
105 | Cc1ccc(/C=N/NC(=O)C2(O)c3ccccc3-c3ccccc32)o1 | 1.1
106 | C=CCN1C(=O)/C(=C/c2ccc(OC)cc2)S/C1=N/c1nccs1 | 2.6
107 | O=[N+]([O-])c1cc(CN2CCCC2)c2cccnc2c1O | 77.2*
108 | CN(CC(=O)Nc1cccc2ccccc12)C(=O)/C=C/c1cccs1 | -14.6

Remaining list, next part:
# | molecule | ARNT-TACC3 inh
109 | CS(=O)(=O)Nc1cccc(C2=NN(S(C)(=O)=O)C(c3ccc4c(c3)OCO4)C2)c1 (stereo not drawn) | 21.0
110 | O=[N+]([O-])c1ccc(Nc2ccc(F)cc2)nc1 | -4.8
111 | Cc1ccc(SCCC(=O)N/N=C/c2ccccc2O)cc1 | 3.7
112 | CCN(C(=O)COC(=O)c1cc(-c2cccc3ccccc23)nc2ccccc12)C1CCS(=O)(=O)C1 (stereo not drawn) | 5.3
113 | CCOC(=O)c1[nH]c2ccc(OC)cc2c1NC(=S)N1CCN(c2ccccc2)CC1 | -2.6
114 | CCNc1oc(-c2ccc(OC)cc2)nc1S(=O)(=O)c1ccc(Br)cc1 | 0.0
115 | O=C(c1ccc(Br)o1)N1CCN(c2ccc(F)cc2)CC1 | 2.6
116 | CCCCn1c(=S)[nH]c2ccccc2c1=O | -8.7
117 | CC(OC(=O)c1cc(S(=O)(=O)Nc2ccc(F)cc2)ccc1Cl)C(=O)Nc1ccc2c(c1)OCCO2 (stereo not drawn) | -41.0
118 | CC1(C)CC(=O)C2=C(C1)NC1=C(C(=O)c3ccccc31)C2c1ccc(O)cc1 (stereo not drawn) | 8.3
119 | CCCCn1c(SCC2CCCCO2)nc2cc(S(N)(=O)=O)ccc21 (stereo not drawn) | -5.7
